tim23-1 inh: tim23-1 yeast growth inhibition; hit rate 1.3% among 330,000; AID 463212; S. cerevisiae tim23-1 growth, BacTiter-Glo luminescence, 24 h; inhibition, % at 20 µM;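 active = growth inhibition of the mutant yeast at or above 50%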;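 also: temperature-sensitive mutant grown at 25 °C; plate controls were DMSO-treated mutant yeast for no effect and medium wells lacking yeast for full effect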
Mdm2 MdmX PPI: disrupts the human Mdm2-MdmX interaction. hit rate 3% among 330,000. SaOS-2 split-luciferase Mdm2/MdmX complementation, luminescence. AID 485346. inhibition, % at 8 µM. O15151+Q00987;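 active = inhibition of at least 50% at 8 µM in the primary screen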
Target sequence (O15151 whole entry, looked up): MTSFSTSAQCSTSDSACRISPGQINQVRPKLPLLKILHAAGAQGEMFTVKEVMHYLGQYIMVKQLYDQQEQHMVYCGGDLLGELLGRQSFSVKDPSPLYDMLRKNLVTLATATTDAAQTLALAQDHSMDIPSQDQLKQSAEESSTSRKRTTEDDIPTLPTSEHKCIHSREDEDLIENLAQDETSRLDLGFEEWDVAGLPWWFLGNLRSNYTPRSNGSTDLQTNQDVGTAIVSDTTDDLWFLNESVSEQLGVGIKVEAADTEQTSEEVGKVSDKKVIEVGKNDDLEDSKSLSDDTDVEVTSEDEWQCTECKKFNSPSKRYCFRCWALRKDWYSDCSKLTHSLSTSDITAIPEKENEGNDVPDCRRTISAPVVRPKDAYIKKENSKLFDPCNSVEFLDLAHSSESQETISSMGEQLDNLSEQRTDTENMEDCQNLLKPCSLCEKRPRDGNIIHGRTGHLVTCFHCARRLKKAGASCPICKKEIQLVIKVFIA
Target sequence (Q00987 whole entry, looked up): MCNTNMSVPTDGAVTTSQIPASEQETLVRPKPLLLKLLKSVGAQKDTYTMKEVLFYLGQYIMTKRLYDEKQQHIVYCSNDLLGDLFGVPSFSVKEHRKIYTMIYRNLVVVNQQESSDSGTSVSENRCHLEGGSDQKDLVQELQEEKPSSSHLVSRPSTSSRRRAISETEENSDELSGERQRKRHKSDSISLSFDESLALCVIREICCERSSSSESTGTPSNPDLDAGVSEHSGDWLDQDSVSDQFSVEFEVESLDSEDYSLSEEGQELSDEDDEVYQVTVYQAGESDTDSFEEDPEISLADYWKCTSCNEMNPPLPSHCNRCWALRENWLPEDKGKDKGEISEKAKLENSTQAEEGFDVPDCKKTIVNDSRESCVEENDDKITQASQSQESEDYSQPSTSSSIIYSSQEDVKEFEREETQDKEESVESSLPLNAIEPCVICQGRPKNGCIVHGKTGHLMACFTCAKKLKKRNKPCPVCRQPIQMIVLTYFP
CXCR6 inh: CXCR6 (human) receptor inhibition | CHO-K1 PathHunter CXCR6 beta-arrestin, luminescence | O00574 | inhibition, % at 20 µM | hit rate 0.36% among 360,000; in the data active = inhibition above about 34%, passing the limit was not always enough;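 also: antagonist mode with CXCL16 agonist at 10 nM final; 0% = 10 nM CXCL16 with DMSO and 100% = unstimulated wells without agonist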
tim10-1 inh: tim10-1 yeast growth inhibition; S. cerevisiae tim10-1 ts strain growth, BacTiter-Glo, 24 h; inhibition, % at 20 µM; AID 463190; hit rate 2.2% among 330,000;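 active = inhibition of at least 40%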;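 also: mutant grown at 25 °C; 0% = DMSO wells with yeast and 100% = wells holding no yeast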
XBP1 UPR activ: activators of adaptive arm of unfolded protein response (XBP1); hit rate 0.33% among 330,000; activation, % at 20 µM; CHO-XBP1 luciferase reporter, IRE1-XBP1 UPR activation, luminescence; percent of tunicamycin response, DMSO as zero;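 active = versus positive control, 20 µM dose yields 30% or more activation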;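 also: 100% = tunicamycin at 10 µg/mL and 0% = DMSO only wells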
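Test system: CHO-XBP1 luciferase reporter cells | Buffer or medium: Serum-containing F12 medium, 10% FBS | Schedule: 6 h compound exposure at 37 °C, 5% CO2 | Detection: Steady-Glo luciferase glow luminescence, 10 min after reagent addition | Read-out basis: Activation, % of tunicamycin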
TIM10 inh: growth inhibitors of TIM10 yeast strain | AID 463195 | S. cerevisiae TIM10 strain growth, BacTiter-Glo luminescence, 24 h | hit rate 1.4% among 330,000 | inhibition, % at 10 µM;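 active = inhibition of 40% or more at the single tested concentration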;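 also: wild-type TIM10 isogenic control strain grown at permissive 25 °C; 0% = DMSO yeast wells and 100% = minimal medium wells without yeast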
APJ antagonist: APJ receptor antagonism | P35414 | CHO-K1 APJ beta-arrestin complementation, luminescence | inhibition, % at 20 µM | hit rate 0.32% among 330,000;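 active = inhibition above about 40% at 20 µM, limit read from the data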;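 also: cells challenged with 10 nM apelin-13 agonist together with compound; plate controls were apelin-13 plus DMSO wells for no effect and DMSO wells lacking apelin-13 for full effect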
CHOP UPR activ: apoptotic UPR (CHOP) activation; CHO-CHOP luciferase reporter, luminescence; percent of tunicamycin response over DMSO baseline; activation, % at 10 µM; hit rate 0.34% among 330,000;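 active = at 10 µM dose, activation of 40% or more, normalized to positive control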;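 also: 100% = tunicamycin at 10 µg/mL and 0% = DMSO alone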
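Evaluation: % reporter activation, DMSO baseline versus tunicamycin full activation; System: CHO-CHOP luciferase reporter cell line; Input: 500 cells/well; Incubation: 6 h compound treatment, 37 °C; Measured by: Steady-Glo luciferase luminescence; Dosing: one dose, 10 µM in 0.5% DMSO; Buffer or medium: F12 medium, 10% FBS; Benchmarks: positive tunicamycin 10 µg/mL, negative DMSO alone.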
APJ ag: APJ receptor agonism; hit rate 0.11% among 330,000; P35414; activation, % at 20 µM; CHO-K1 APJ PathHunter beta-arrestin, luminescence; 0% DMSO wells, 100% apelin;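 active = activation more than six SD over the plate average, tested at 20 µM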;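 also: 0% = DMSO alone and 100% = apelin-13 at 10 nM; some results filed as inactive read as strong as hits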
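Material: CHO-K1 APJ beta-arrestin complementation cell line; Input: cell density 1000 per well; Incubation: compound stimulation 90 min at 25 °C, detection 60 min; Signal: luminescence from split beta-galactosidase complementation, Galacton Star/Emerald II substrate; Controls: DMSO-only wells as negative, 10 nM Apelin-13 as positive control.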
Starred values were filed as active, the others as inactive. The list is partial. The share of hits here may be higher or lower than overall.

SMILES	tim23-1 inh	Mdm2 MdmX PPI	CXCR6 inh	tim10-1 inh	XBP1 UPR activ	TIM10 inh	APJ antagonist	CHOP UPR activ	APJ ag
CC1(C)CC(=O)C2=C(C1)N(c1ccccc1)C(=O)C2(O)C(F)(F)F (stereo not given)	-13	-4	-5	-35	-3	-28	1	1.7	-2
CCOc1ccc2[nH]cc(C(=O)NCc3ccccc3)c(=O)c2c1	12	7	-7	4	0	12	-32	0.3	6
Cc1ccc(C(=O)OCC(=O)Nc2ccc(C(N)=O)cc2)s1	1	19	-2	15	1	-8	-33	0.6	-3
O=S(=O)(NCc1cccc(C(F)(F)F)c1)NCc1ccccc1F	9	18	-4	10	-2	-5	5	-1.3	4
O=C1C(c2ccccc2)NC(=S)N1C1CCCCC1 (stereo not given)	5	-19	-4	-13	-3	-1	21	3.5	0
O=C1CCCN1c1ccc(S(=O)(=O)Oc2cccc(Cl)c2)cc1[N+](=O)[O-]	17	-7	-5	0	3	1	-46	-2.9	8
O=C(COc1ccccc1Cl)NNC(=O)c1ccc2c(=O)n3c(nc2c1)CCC3	-2	16	6	-10	-6	-6	-13	3.4	-3
CC1=C(C(=O)OCC2CCCCC2)C(c2ccc(F)cc2)NC(=O)N1 (stereo not given)	24	-21	2	-3	-4	-1	5	-0.6	5
O=C(O)c1ccc(/C=C/c2nc3sc4c(c3c(=O)[nH]2)CCC4)cc1	-11	11	1	3	-2	8	22	1.3	-2
CCc1ccc(/C=C(\Cl)c2nc3cc(Cl)ccc3c(=O)[nH]2)cc1	16	-5	2	24	0	3	5	-0.3	0
COc1ccc(C/C(C)=N/NC(=S)Nc2ccc(C(C)C)cc2)cc1	34	-11	4	40*	3	10	2	-1.5	-2
CCOC(=O)c1cc(-c2ccccc2C)n(Cc2cc(C)no2)n1	9	13	-10	10	0	4	-10	3.4	1
O=c1[nH]nc(CNc2ccc(OC(F)(F)F)cc2)c2ccccc12	12	30	0	19	5	11	23	2.2	-1
COc1ccc(C2/C(=C(/O)c3ccc(Br)cc3)C(=O)C(=O)N2C)cc1 (stereo not given)	-10	10	-4	-4	-5	-15	-6	1.0	-4
Cc1cc2nnc(SC3CCOC3=O)n2c2ccccc12 (stereo not given)	11	22	-2	17	3	4	12	-0.8	-4
CN(C)/C=C/C(=O)c1cc(F)cc(C(F)(F)F)c1	1	2	11	11	0	13	-1	-0.4	-1
O=C(Cc1ccc(S(=O)(=O)N2CCCCC2)cc1)NCc1ccc(Cl)cc1	34	0	-6	14	-2	15	16	0.6	-2
CC(c1ccccc1)C1C(C#N)=C(N)OC2=C1C(=O)CC(C)(C)C2 (stereo not given)	30	15	4	34	-1	15	2	0.7	0
Cc1ccc(N2CCN(C(=S)Nc3ccccc3)CC2)cc1	-1	-33	-3	-8	1	8	-3	-0.1	-3
Cc1cc(OCC(=O)Nc2ccccc2N2CCCC2)ccc1C(C)C	8	9	-10	0	-3	0	10	-2.3	-4
COc1ccc(-c2n[nH]c(C)c2-c2ccccc2OC)c(O)c1	39	39	-2	32	-4	25	3	-1.0	-4
O=C(Nc1cccc(Cl)c1)c1nc[nH]c1C(=O)NCCCCNC(=O)c1[nH]cnc1C(=O)Nc1cccc(Cl)c1	15	86*	2	14	60*	2	0	8.0	-3
O=C(COC(=O)CC1CC2CCC1C2)NCc1ccccc1 (stereo not given)	13	13	-4	6	-4	-9	5	1.3	-3
CCOc1cc(NC(=O)C2CCCO2)c(OCC)cc1NC(=O)C1CC1 (stereo not given)	24	3	0	10	1	-3	-2	0.5	-1
COc1ccc(/C=C2\SC(=O)N(CCNC(=O)C3CSC4(C)CCC(=O)N34)C2=O)cc1 (stereo not given)	-12	-3	9	-27	0	-116	5	4.5	-2

New compounds follow:
SMILES	tim23-1 inh	Mdm2 MdmX PPI	CXCR6 inh	tim10-1 inh	XBP1 UPR activ	TIM10 inh	APJ antagonist	CHOP UPR activ	APJ ag
C/C(=C\C(=O)c1ccccc1)Nc1ccc(Br)c(Cl)c1	13	-29	6	8	6	-6	12	5.2	-4
O=C(NCCCn1ccnc1)c1cc(-c2cccs2)on1	-7	-60	5	5	6	6	4	5.5	-4
Cc1cc(/C=N/NC(=O)c2cccnc2)c(C)n1CC(C)C	8	-4	-11	3	0	0	-36	5.9	-2
O=C(Nc1cc(Cl)cc(Cl)c1)N1CCN(C(=O)C2CCCO2)CC1 (stereo not given)	5	18	-11	10	-4	15	17	-0.5	-2
Cc1ccc(COC(=O)c2nn(C)c(=O)c3ccccc23)cc1	14	7	-8	23	1	-13	16	-1.3	-4
O=C(CN1C(=O)C2C3c4ccccc4C(c4ccccc43)C2C1=O)Nc1ccccc1C(=O)O (stereo not given)	12	-1	6	8	-1	-14	-12	0.3	-1
NS(=O)(=O)c1ccc(CCNC(=O)Cc2ccc(Cl)cc2)cc1	-11	14	-5	7	-4	4	-6	-0.3	-2
CCC(C)NC(=O)Cn1cnc2sc(C)c(S(=O)(=O)N3CCCCC3)c2c1=O (stereo not given)	12	14	3	1	-3	1	1	-1.1	-1
COc1cc(C(=O)OCC(=O)N2CCCCCC2)c([N+](=O)[O-])cc1OC	12	4	-3	13	2	11	-6	2.4	2
O=C(c1ccccc1-c1ccccc1)N1CCOCC1	16	26	6	19	-1	10	8	-1.5	-5
NC(=O)c1ccc(NC(=O)Nc2ccc3c(c2)OCO3)cc1	7	4	2	-5	1	4	24	4.0	-2
COC(=O)CC(c1ccccc1F)N1Cc2ccccc2C1=O (stereo not given)	12	9	-2	15	-3	6	-3	0.6	-1
COc1cccc(C=NCCNC(=O)c2nonc2N)c1O	18	11	-3	-5	-2	6	6	1.1	-5
O=C(COC(=O)c1cc(Br)ccc1O)NC1CCCCCC1	19	-19	-1	5	2	3	-11	2.8	-5
COc1ccc(/C=C/C(=O)O/N=C(\N)c2ccccc2)cc1OC	18	-24	-20	0	-1	15	-50	5.0	1
Cc1cc(NC(=O)c2ccccc2)no1	15	-12	-5	5	-4	-18	-10	6.2	-1
O=C(CSc1n[nH]c(=O)n1-c1cccnc1)N1CCOCC1	13	-3	-3	1	6	12	17	-0.1	1
COc1ccc2c(c1OC)C(=O)NC(C)=C(C(=O)OC(C)(C)C)C2O (stereo not given)	29	-15	0	31	-1	26	0	-1.3	0
CCCCOc1ccc(NC(=O)C2OC3OC(C)(C)OC3C3OC(C)(C)OC23)cc1 (stereo not given)	3	11	-15	16	-1	12	10	1.7	-4
CCN(CC)C(=O)NC(c1ccc(C)c(F)c1)C(Cl)(Cl)Cl (stereo not given)	32	19	-8	33	-3	18	1	-0.3	0
CCOC(=O)c1ccc(NC(=O)c2nc(SC)ncc2Cl)cc1	20	-18	4	39	3	18	13	2.3	-5
COc1ccc(CCN2C(=S)N(C)C(=O)C2CC(=O)Nc2ccc(F)cc2)cc1 (stereo not given)	-21	2	-4	-24	-1	-42	-9	-0.3	4
COc1ccc(CNC(=O)[C@H](C)NC(=O)C2CCN(C(=O)[C@H](CCSC)NC(=O)OC(C)(C)C)CC2)cc1	11	-8	-3	-2	-3	8	4	1.8	-6
COc1ccc(C2C(C(=O)N3CCOCC3)=C(C)NC3=C2C(=O)CC(C)(C)C3)cc1O (stereo not given)	-2	6	1	23	1	-14	-9	-2.9	-3
O=C(OCC(=O)N1CCc2ccccc21)c1cc(S(=O)(=O)N2CCOCC2)ccc1F	10	-6	-15	0	0	1	-13	1.7	13

Additional entries.
SMILES	tim23-1 inh	Mdm2 MdmX PPI	CXCR6 inh	tim10-1 inh	XBP1 UPR activ	TIM10 inh	APJ antagonist	CHOP UPR activ	APJ ag
CCc1ccc(NC(=O)C(C)Oc2nnc(-c3cccs3)c(-c3cccs3)n2)cc1 (stereo not given)	-1	2	1	39	-2	11	-9	0.6	2
O=C(O)c1cccc(CSc2nnc(-c3ccco3)o2)c1	19	5	-9	16	-5	12	-9	-2.8	-4
O=C1Nc2ccccc2C(=O)N2CCCCC12 (stereo not given)	0	-21	2	10	2	3	2	2.6	-3
COc1ccc(C2c3c(oc4ccccc4c3=O)C(=O)N2c2ccc(C)cn2)cc1OC (stereo not given)	17	-6	6	21	-1	9	11	-0.5	-3
COc1ccc(S(=O)(=O)N2CCN(C(=O)N3CCOCC3)C2C)cc1 (stereo not given)	1	2	3	7	3	5	-4	1.6	0
CCc1nc2ccccc2n1CC(O)COCC1CC=CCC1 (stereo not given)	27	-4	7	-2	-4	-2	-1	-1.9	1
O=C1CN(C(=O)COC(=O)/C=C/c2ccco2)c2ccccc2N1	3	-9	2	4	-1	-14	-15	1.3	3
COc1ccc(OC)c(NC(=O)C2CCN(c3nc(C)cc(C)n3)CC2)c1	18	7	-2	13	3	-3	26	0.1	1
N#Cc1c2n(c3c(=O)n(Cc4ccc(Cl)cc4)cnc13)CCCC2	32	13	-10	24	-1	16	3	1.4	-5
C=CCn1c(COc2ccc(CC)cc2)nnc1SCC(=O)N(C)C1CCS(=O)(=O)C1 (stereo not given)	16	-28	-3	10	-2	23	21	0.6	4
COc1cccc(NC(=O)Nc2nc(SC(C)(C)C)ns2)c1	26	93*	-20	18	6	22	-3	18	4
COc1ccc(CNC(=O)Cc2c(C(=O)O)[nH]c3ccccc23)cc1	0	19	-1	0	-1	-4	-6	16	-7
CC(NC(=O)c1ccco1)C(c1cccs1)N1CCOCC1 (stereo not given)	18	10	-8	6	3	8	5	1.6	2
O=C(O)CCC(=O)NNC(=O)c1ccc(-c2ccccc2)cc1	12	-42	4	0	0	5	-7	6.5	2
CCOC(=O)c1ccc(Oc2cc(C)nc(SC)n2)cc1	12	56*	4	13	2	-12	14	0.7	-1
O=C1CC(c2ccc(Cl)cc2)c2c(O)cc(O)cc2O1 (stereo not given)	16	12	3	10	-7	4	17	-1.1	-2
COc1cc2c(cc1OC)CN(C(=O)COc1ccc(C#N)cc1)CC2	10	20	-1	8	-2	-2	-3	2.0	-3
CNC(=O)c1ccc(-c2ccc(Cl)c(Cl)c2)s1	45	8	-2	30	2	29	-7	3.4	-1
Cc1ccc(C(=O)NCC(=O)NC2CCCC2)cc1	1	19	6	-11	1	2	20	-0.2	-2
CCNc1nc(NC(C)(C)C)nc(N(CC)n2cnnc2)n1	7	21	6	21	0	12	8	0.1	-4
CCOC(=O)C1CCN(Cc2cnc(Oc3ccc(OC)cc3)s2)CC1	11	-18	1	0	1	7	9	1.0	-2
COC(=O)c1ccsc1NC(=O)CSc1nnnn1-c1ccccc1SC	1	-14	4	19	-3	13	-11	0.0	-2

XBP1 UPR activ: what is marked active above
| molecule | Mdm2 MdmX PPI | CXCR6 inh | XBP1 UPR activ | APJ antagonist | APJ ag |
| --- | --- | --- | --- | --- | --- |
| O=C(Nc1cccc(Cl)c1)c1nc[nH]c1C(=O)NCCCCNC(=O)c1[nH]cnc1C(=O)Nc1cccc(Cl)c1 | 86* | 2 | 60* | 0 | -3 |
